# Assay outcomes deposited in PubChem by National Center for Advancing Translational Sciences (NCATS).
# L3MBTL1 inh: blocks human L3MBTL1; AlphaScreen L3MBTL1–H3K9me1 peptide binding; Potency, µM (series often up to 57.1 µM), for the others: at the top dose activity, negative = inhibition, most hits filed as inhibitors; 0.66% of 230,000 active; AID 485360; note: % is set by controls: 0 for no effect and ±100 for the full control effect; nearly all actives have a fitted effect of over 60% in size
#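 First, the protein-peptide complex forms for 30 min at room temperature (L3MBTL1 50 nM, biotinylated H3K9me1 peptide 75 nM). Next, compounds are pin-transferred and incubated 30 min. Finally, AlphaScreen beads are added and read after 30 min.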
# Tau fluor cs: counter-screen for tau fibril formation inhibitors; tau K18 P301L Alexa594 fluorescence, heparin fibrillization; 0.93% of 280,000 active; Potency, µM (highest dose often 57.7 µM), for the others: at the highest dose activity change, negative = decrease; AID 1463; note: % is set by controls: 0 for no effect and ±100 for the full control effect; nearly all actives have a fitted effect of over 55% in size
#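 Human tau K18 P301L (15 uM unlabeled, 0.24 uM Alexa 594-labeled) in 100 mM sodium acetate pH 7 with 20 uM heparin, 6 hr at 37 C. ThT 30 uM added, 1 hr ambient; Alexa 594 FP and total fluorescence read at 555/632 nm.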
# TexasRed fluor: alters Texas Red total fluorescence, flagging assay interference; 0.29% of 280,000 active; Potency, µM (titrated, usually from 106 µM), inactives show at the top dose fluorescence change, negative = quenching; TRb/SRC2 Texas Red total fluorescence interference; AID 1479; active = well fitted curve in either direction with a large enough effect; inconclusive = small, poorly fitted or top-dose-only effect; note: % is set by controls: 0 for no effect and ±100 for the full control effect
#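 Flags fluorescent or light-absorbing compounds by total fluorescence, S + 2P, at 555 nm excitation and 632 nm emission. Mixture: 20 nM Texas Red SRC2 peptide, 0.6 uM human TRb LBD, 1 uM T3, 5% DMSO; compound exposure 5 h at ambient temperature.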
# Tau fibril ThT: blocks human tau fibril formation measured by thioflavin T; 2.1% of 270,000 active; Potency, µM (highest dose often 57.4 µM), for inactives: top-dose activity, negative = inhibition, most hits filed as inhibitors; P10636; recombinant tau K18 P301L (four-repeat tau fragment), heparin-induced fibrillization, ThT fluorescence; AID 1460; note: % is set by controls: 0 for no effect and ±100 for the full control effect; nearly all actives have a fitted effect of over 55% in size
# Target sequence (P10636 561-689 P618L limits assumed): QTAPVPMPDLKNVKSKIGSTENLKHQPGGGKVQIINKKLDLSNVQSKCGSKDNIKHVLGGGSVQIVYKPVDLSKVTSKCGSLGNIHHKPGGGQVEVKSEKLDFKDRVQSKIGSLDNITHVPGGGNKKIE
#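 K18 P301L tau (15 uM + 0.24 uM Alexa 594-tagged), heparin 20 uM, NaOAc pH 7, 6 h 37 C; ThT 30 uM, 1 h RT, ex 450/em 510 nm.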
# TRb-SRC2 inh: TRbeta-SRC2 interaction inhibition; 0.065% of 280,000 active; TRbeta-SRC2 peptide binding, fluorescence polarization; receptor liganded with 1 µM T3; P10828; Potency, µM (series often up to 106 µM), for the others: at the top dose activity change, negative = inhibition, actives largely listed as inhibitors;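 note: plate controls were bound peptide for no effect and peptide without receptor for full effect; nearly all actives have a fitted effect of over 50% in size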
#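 Quantitative HTS by FP: 0.6 uM TRb LBD, 20 nM labeled SRC2 20-mer, 1 uM T3, 5% DMSO; 5 hr ambient incubation; % activity per concentration and potencies from concentration series.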
# Tau FP inhib: blocks human tau fibril formation measured by polarization; K18 P301L tau heparin fibrillization, Alexa594 FP, 6 h; P10636; Potency, µM (series often up to 57.7 µM), without a hit: at the highest dose activity, negative = inhibition, usual class: inhibitors; 0.39% of 280,000 active; note: % is set by controls: 0 for no effect and ±100 for the full control effect; nearly all actives have a fitted effect of over 55% in size
#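 K18 P301L tau (15 uM unlabeled/0.24 uM Alexa 594-labeled, final) + compound + heparin 20 uM final; 100 mM NaOAc pH 7; 6 hr 37 C; ThT 30 uM final added, 1 hr RT; FP ex 555/em 632 nm.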
# RECQ1 helicase: inhibitors of human RECQ1 DNA helicase; P46063; RECQ1 DNA unwinding, red fluorescence kinetic read; Potency, µM (titrated, usually from 57.3 µM), without a hit: at the highest dose activity, negative = inhibition, most hits filed as inhibitors; 0.54% of 240,000 active;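 note: plate controls were vehicle for no effect and no enzyme for full effect; nearly all actives have a fitted effect of over 30% in size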
# Target sequence (P46063 whole entry, looked up): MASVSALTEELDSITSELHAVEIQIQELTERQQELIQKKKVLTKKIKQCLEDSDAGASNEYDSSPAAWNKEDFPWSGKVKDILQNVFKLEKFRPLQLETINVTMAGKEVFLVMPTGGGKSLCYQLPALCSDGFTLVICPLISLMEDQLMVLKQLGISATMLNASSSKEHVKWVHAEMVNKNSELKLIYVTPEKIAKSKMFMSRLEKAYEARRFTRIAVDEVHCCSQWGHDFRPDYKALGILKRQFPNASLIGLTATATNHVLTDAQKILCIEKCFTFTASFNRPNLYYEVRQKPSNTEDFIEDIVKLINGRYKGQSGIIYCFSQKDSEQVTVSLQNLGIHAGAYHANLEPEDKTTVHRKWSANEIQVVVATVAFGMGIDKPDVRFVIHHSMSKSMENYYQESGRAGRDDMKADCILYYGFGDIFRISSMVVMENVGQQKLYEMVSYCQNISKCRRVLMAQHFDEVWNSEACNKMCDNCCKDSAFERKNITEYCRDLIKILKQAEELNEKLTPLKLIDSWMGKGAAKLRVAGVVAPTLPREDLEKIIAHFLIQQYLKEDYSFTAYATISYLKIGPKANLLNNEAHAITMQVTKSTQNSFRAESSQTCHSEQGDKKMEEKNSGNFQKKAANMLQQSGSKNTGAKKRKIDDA
#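 50 nM RECQ1T1 preincubated 15 min with compound in Tris pH 8.0 buffer with MgCl2, DTT, Tween-20 and 2.5 ug/ml poly(dI-dC); started with 200 nM TAMRA/BHQ-2 forked duplex and 2 mM ATP. Unwinding read as fluorescence (525/598 nm), two reads 2 h apart.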
# HTT ATP protect: protects HTT-Q103 PC12 cells, measured by ATP; 0.14% of 230,000 active; Potency, µM (highest dose often 56.4 µM), inactives show cytoprotection (ATP increase), usual class: activators; PC12 HTT-Q103 induced, cytoprotection, ATP luminescence, 40 h;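 note: % of control where 0% means no effect; nearly all actives have a fitted effect of over 45% in size; toxic huntingtin expression switched on by the ecdysone agonist tebufenozide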
#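 Cells were plated at 1500 per well in phenol red-free DMEM with 5% equine and 5% calf serum. Tebufenozide (100 nM final) and compounds were added, then ATPlite reagent, and luminescence was read.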
# Active calls of the source: *; i = inactive; ? = inconclusive; . = not tested or not shown; [ ] = another dose, or the depositor's remark. Unless noted, calls come from the whole dose curve; as a rule, active = well fitted curve in the direction sought with a large enough effect; inconclusive = small, poorly fitted or top-dose-only effect, or another doubt; inactive = no such curve, though single readings can be large; an effect the other way counts as inactive or inconclusive. Potency is the fitted concentration of half-maximal effect.
SMILES,L3MBTL1 inh,Tau fluor cs,TexasRed fluor,Tau fibril ThT,TRb-SRC2 inh,Tau FP inhib,RECQ1 helicase,HTT ATP protect
O=C(CSc1nc2c(cnn2-c2ccccc2)c(=O)[nH]1)N1CCCCC1,-1.1%,1.1%,-0.6%,5.9%,7.1%,3.1%,6.1%,11.8%[10 µM]
COc1cnn(-c2ccc(C)cc2)c(=O)c1Cl,9.3%,4.4%,-5.3%,1.9%,-4.6%,-3.0%,-0.3%,-11.6%[10 µM]
CCOc1cc2[nH]c(=O)n(CCC(=O)NCCc3ccccc3)c(=O)c2cc1OCC,-0.3%,-1.6%,1.3%,0.7%,3.8%,10.5%,i,-4.6%[10 µM]
CN1CCC(C2(O)c3ccccc3CCc3ccccc32)CC1,-19.4%,7.2%,3.0%,9.2%,7.7%,1.6%,-1.5%,.
CC(=O)N1[C@H](Cc2ccccc2)C=C[C@]1(C)C(=O)NCCN1CCOCC1,2.5%,-8.7%,-1.1%,-1.8%,3.8%,1.5%,i,22.9%
C=C(C)C(O)C(CC/C=C(\C)C(=O)OCC)OC (configuration not stated),.,6.1%[11.6 µM],-0.5%[11.2 µM],6.9%[11.5 µM],-1.4%[11.2 µM],-1.7%[11.6 µM],16.8%[11.5 µM],-12.9%[10 µM]
O=C(c1ccc(Cl)cc1)C1CCCN(Cc2ccc(Oc3ncccn3)cc2)C1 (configuration not stated),-20.1%,-9.1%,1.3%,-4.0%,4.7%,-8.2%,11.4%,-37.4%[inhibitor]
CCOC(=O)N1CCc2c(sc3c2c(=O)n(Cc2ccccc2)c(=O)n3CC(=O)Nc2ccc(C)c(C)c2)C1,.,-24.7%,-0.6%,-0.4%,-4.9%,?,.,.
COC(=O)c1cccc(NC(=O)C2COc3ccccc3O2)c1C (configuration not stated),8.7%,-12.3%,0.6%,-15.6%,0.9%,-0.4%,i,1.1%
COc1ccc(OCc2nc(-c3ccc(F)c(F)c3)cs2)cc1,33.0%[activator],-21.5%,0.6%,-17.0%,-3.2%,-9.7%,-11.8%,-1.5%[10 µM]
COc1ccc(N(CC(O)Cn2c(C)nc3ccccc32)S(=O)(=O)c2ccc(C)cc2)cc1 (configuration not stated),4.6%,-6.7%,-3.0%,-2.8%,-6.6%,-7.2%,-11.5%,19.6%[10 µM]
O=C1CC(N2CCOCC2)C(=O)N1c1ccc2c(c1)OCO2 (configuration not stated),-14.0%,5.5%,-6.0%,-6.5%,-1.7%,4.5%,-5.5%,18.7%[1.9 µM]
Cc1cccn2c(=O)cc(COc3cccc(NC(=O)COc4ccccc4)c3)nc12,.,-12.7%,-1.8%,-11.4%,-7.3%,-8.2%,.,.
COc1ccc2c(c1)[nH]c1c(=O)n(CCN3CCOCC3)cnc12,9.4%,-8.3%,1.7%,-16.7%,-0.2%,-5.6%,13.1%,1.6%[10 µM]
COc1ccc(OCC(O)COc2ccc(OC)cc2)cc1,-4.2%,1.1%,-0.4%,-9.6%,-3.1%,3.0%,-13.0%,-18.7%
O=C(c1ccco1)N1CCN(c2nc3c(F)cc(F)cc3s2)CC1,.,-3.4%,-1.3%,?,5.0%,-6.5%,.,.
COc1ccc(-c2nc(C)c(CCNC(=O)Cc3ccc(F)cc3)s2)cc1OC,.,-17.4%,-0.6%,?,-2.9%,-2.4%,.,.
CCOc1ccccc1CNCCNCC(C)O (configuration not stated),-6.4%,1.7%,-7.4%,-8.7%,-1.7%,-0.1%,-1.3%,-20.9%
Cc1cc2cc(C=C(C#N)C#N)c(Cl)nc2cc1C,0.3%,-13.3%,-6.8%,3.16µM*,6.2%,?,0.5%,.
CCOC(=O)c1cc(C)sc1N1C(=O)C2C3C=CC(C3)C2C1=O (configuration not stated),.,-5.2%,-0.8%,4.9%,7.8%,9.7%,i,21.3%
Cc1ccccc1C(=O)OC1OC(=O)C(Cl)=C1Nc1ccccc1 (configuration not stated),-22.0%,?,-1.3%,-10.8%,2.9%,-17.4%,i,?
O=C(Nc1ccc(NC(=O)c2cccs2)cc1)c1ccc(Br)cc1,.,2.2%,-72.9%,-1.0%,-12.6%,-8.3%,.,.
COc1ccc(C2C(C(=O)O)CCC(=O)N2c2ccc(OC)cc2)cc1 (configuration not stated),.,-4.6%,-3.1%,-2.5%,-0.3%,-0.6%,i,2.2%
CCOC(=O)N(C)S(=O)(=O)c1ccccc1[N+](=O)[O-],0.0%,-6.0%,-0.8%,-4.4%,8.9%,5.6%,1.1%,-29.1%
Fc1ccc(NC(=S)N2CCN(C/C=C/c3ccccc3)CC2)c(F)c1,-9.2%,-22.9%,-1.5%,-13.6%,-8.9%,-1.4%,i,-2.9%
COc1ccc(CCNC(=O)c2cc(-c3ccc(C)c(C)c3O)n[nH]2)cc1OC,.,?,-2.6%,?,-7.9%,-8.7%,-5.7%,-2.6%
O=C(COc1ccccc1Br)NCCc1nc2ccccc2[nH]1,6.4%,-2.0%,0.0%,-5.0%,-8.7%,2.5%,-6.2%,29.2%[10 µM]
NS(=O)(=O)c1ccc(NC(=O)Nc2ccc(Cl)cc2)cc1,6.5%,-29.1%,0.3%,24.4%,-4.1%,-12.2%,4.0%,-17.3%[10 µM]
N=C1C(c2nc(-c3ccc(F)cc3)cs2)=C(O)CN1Cc1ccc(Cl)cc1,.,-27.8%,-2.2%,-15.2%,-0.7%,1.1%,-5.5%,-20.0%
O=C(C[n+]1ccc2c(c1)nnn2-c1ccccc1)c1ccc(Cl)cc1,6.9%,-12.9%,-3.1%,?,-3.6%,-0.4%,-7.0%,4.6%[10 µM]

# Of the compounds above, these contain a thiophene ring, fused or not.
SMILES,L3MBTL1 inh,Tau fluor cs,TexasRed fluor,Tau fibril ThT,TRb-SRC2 inh,Tau FP inhib,RECQ1 helicase,HTT ATP protect
CCOC(=O)N1CCc2c(sc3c2c(=O)n(Cc2ccccc2)c(=O)n3CC(=O)Nc2ccc(C)c(C)c2)C1,.,-24.7%,-0.6%,-0.4%,-4.9%,?,.,.
CCOC(=O)c1cc(C)sc1N1C(=O)C2C3C=CC(C3)C2C1=O (configuration not stated),.,-5.2%,-0.8%,4.9%,7.8%,9.7%,i,21.3%
O=C(Nc1ccc(NC(=O)c2cccs2)cc1)c1ccc(Br)cc1,.,2.2%,-72.9%,-1.0%,-12.6%,-8.3%,.,.

# Other records.
SMILES,L3MBTL1 inh,Tau fluor cs,TexasRed fluor,Tau fibril ThT,TRb-SRC2 inh,Tau FP inhib,RECQ1 helicase,HTT ATP protect
COc1ccccc1N(C)S(=O)(=O)c1ccc(Cl)c(C(=O)OCc2c(C)noc2C)c1,.,-19.1%,0.4%,-9.3%,-9.3%,9.3%,-8.9%,4.8%
COc1ccc(CNC(=O)Cc2nn(C)c(=O)c3ccccc23)cc1,0.4%,3.2%,-1.2%,-0.5%,-5.3%,-2.9%,-3.2%,-17.9%
CCN1CCN(C(=O)c2ccc3c(c2)N(Cc2ccccc2)C(=O)c2ccccc2S3(=O)=O)CC1,7.0%,-1.2%,0.0126µM*[quencher],0.4%,-15.9%,8.3%,.,.
Cc1cc(C)c(C2=CSC3=NS(=O)(=O)CCN23)c(C)c1,7.9%,10.6%,-1.6%,2.8%,-4.2%,4.0%,-10.0%,11.2%[10 µM]
COc1ccc(OC)c(Nc2nc(NCc3ccco3)nc(N)c2[N+](=O)[O-])c1,.,-28.9%,-3.2%,.,5.3%,-9.3%,-16.1%,-20.9%[10 µM]
CCN(C(=O)CSc1cc(C)c2ccccc2n1)c1c(N)n(Cc2ccccc2)c(=O)[nH]c1=O,-1.7%,3.0%,-0.5%,10.5%,6.5%,5.0%,-9.4%,-10.2%
Cc1ccc(-c2nc3cc(Cl)ccc3o2)cc1NC(=O)c1cc([N+](=O)[O-])ccc1N1CCOCC1,.,-25.9%,3.8%,-17.9%,7.4%,7.4%,.,.
c1ccc(CN2CCC3(CC2)Nc2ccccc2CO3)cc1,-9.0%,-1.9%,-1.0%,-7.9%,-5.4%,11.7%,-13.4%,4.8%
c1csc(Cc2nc3ccccc3[nH]2)c1,2.6%,2.0%,-0.1%,-7.1%,-15.3%,3.2%,-3.0%,19.9%[10 µM]
Cc1cc(N/N=C/c2ccc(Cl)cc2)nc(NCc2ccccc2)n1,-12.0%,?,-4.3%,?,6.3%,?,-14.0%,.
CC(=O)n1nc(-c2cccnc2)nc1NCc1ccc(F)cc1,.,-7.1%,-12.0%,-8.0%,-3.7%,-5.7%,.,.
CCc1nnc(NC(=O)CSc2nnc(C)n2CC2CCCO2)s1 (configuration not stated),.,-4.5%,-0.4%,-4.8%,-17.7%,-0.3%,-2.3%,-6.9%[10 µM]
Cc1ccc(C(C)C)c(OCC(=O)OCc2c(C)noc2C)c1,16.9%,0.8%,-4.6%,2.3%,-1.8%,2.8%,i,-2.3%[10 µM]
O=C(COC(=O)c1ccc2c(c1)C(=O)N(Cc1ccncc1)C2=O)Nc1cccc2ccccc12,-1.2%,-26.9%,0.7%,-16.9%,-5.3%,-1.9%,i,-22.7%
Cc1ccc(CCNC(=O)C2CCCN(S(=O)(=O)c3cccs3)C2)cc1 (configuration not stated),.,-14.9%,-5.4%,-9.0%,-1.2%,7.4%,-3.2%,20.9%
O=C(O)c1ccccc1C(=O)Nc1ccc(-c2csc(-c3ccccc3)n2)cc1,-4.6%,?,5.4%,?,4.9%,14.5%,-6.4%,9.3%[10 µM]
Cc1nc2ccccc2c(=O)n1NC(=O)Nc1ccccc1,3.0%,-1.7%,-0.8%,1.0%,7.1%,-0.4%,0.0%,-12.5%[1.9 µM]
CC(/C=N/n1c(-c2cccnc2)n[nH]c1=S)=C\c1ccco1,?,-21.7%,-8.5%,?,-4.8%,-13.7%,?,44.9%[10 µM]
Cc1nn(CC(=O)NC2CCCCC2)c(=O)c2cc3cc(F)ccc3n12,.,-4.7%,-8.8%,1.7%,4.6%,-5.8%,.,.

# These rows are one share of the data. The share of hits here may be higher or lower than overall.
